HCV inhibitor: HCV inhibition; Huh7.5.1 HCVcc-Cre infection, luciferase reporter, 44 h; Potency, µM (highest dose often 41.8 µM), for the others: at the highest dose activity change, negative = inhibition, actives largely listed as inhibitors; actives 3.4% (n = 340,000); further: potency means the concentration at half of the fitted maximal effect; on the % scale 0 is the no-effect control and ±100 the full control effect
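A cell-based infection assay in which seeded cells (1,000 per well) receive test compound after 4 h, are inoculated with HCVcc-Cre at approximately 0.5 moi, and are incubated 44 h before luminescence detection.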
Shiga inhibitor: Shiga toxin inhibition. Vero cells, Shiga toxin protein synthesis inhibition reporter. inhibition, % at 38.7 µM. actives 9.2% (n = 290,000). AID 2315; in the data active means inhibition mostly above about 28%, no sharp cut-off; inactive means mostly below about 43%; further: 0% is about no effect
Giardia FBPA inh: Giardia lamblia aldolase inhibition | Potency, µM (highest dose often 59.6 µM), without a hit: top-dose activity, negative = inhibition, usual class: inhibitors | purified Giardia FBPA | AID 2451 | actives 0.71% (n = 290,000); further: potency means the concentration at half of the fitted maximal effect; on the % scale 0 is the no-effect control and ±100 the full control effect; nearly all actives have a fitted effect of over 55% in size
Target sequence (A8B2U2 whole entry, looked up): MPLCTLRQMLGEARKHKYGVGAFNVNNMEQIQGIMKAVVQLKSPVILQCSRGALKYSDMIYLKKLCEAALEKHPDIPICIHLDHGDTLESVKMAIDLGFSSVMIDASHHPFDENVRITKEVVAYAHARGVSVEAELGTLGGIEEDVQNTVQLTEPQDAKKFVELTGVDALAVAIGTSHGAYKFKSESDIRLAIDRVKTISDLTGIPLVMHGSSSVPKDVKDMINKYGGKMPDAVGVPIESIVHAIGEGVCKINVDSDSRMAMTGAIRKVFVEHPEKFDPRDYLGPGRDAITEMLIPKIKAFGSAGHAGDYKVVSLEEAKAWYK
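Giardia FBPA (40 nM reagent) was preincubated 10 min at RT with compound (up to 57.5 uM final), then substrate plus GAPDH/TPI/NAD/arsenate coupling system with diaphorase/resazurin was added; resorufin fluorescence (525/598 nm) was read after 20 min.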
Pf growth 48h: inhibits P. falciparum growth in the first generation, 48 h | AID 504832 | actives 5.9% (n = 310,000) | P. falciparum luciferase growth in erythrocytes, 48 h | Potency, µM (highest dose often 28.7 µM), without a hit: at the top dose activity change, negative = inhibition, most hits filed as inhibitors; further: potency means the concentration at half of the fitted maximal effect; on the % scale 0 is the no-effect control and ±100 the full control effect
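First compound was added to culture medium, then infected red cells at 0.1% parasitemia and 2% hematocrit (final). After incubation at 37 C under 5% CO2, luciferase detection reagent was dispensed and light output recorded.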
Cycloheximide cs: counter-screen for Shiga toxin inhibitors: cycloheximide protein synthesis inhibition | cell reporter, cycloheximide protein synthesis inhibition counterscreen | max response, % | actives 12% (n = 300,000) | AID 2314; in the data active means max response mostly above about 13%, no sharp cut-off; inactive means mostly below about 14%; further: read at 38.3 µM for the half of the compounds with a filed dose; 0% is about no effect
Pf growth 96h: P. falciparum growth inhibition at 96 hours | P. falciparum luciferase reporter growth, 96 h | Potency, µM (doses to about 28.7 µM), for inactives: top-dose activity change, negative = inhibition, usual class: inhibitors | actives 6.9% (n = 320,000) | AID 504834; further: potency means the concentration at half of the fitted maximal effect; on the % scale 0 is the no-effect control and ±100 the full control effect
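Two parasite generations (96 h, 37 C, 5% CO2) of compound exposure in infected erythrocytes (0.05% parasitemia, 2% hematocrit). Luciferase-reporter P. falciparum; decreased luminescence indicates inhibited growth, aimed at apicoplast-acting delayed death.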
* = called active by the depositor; ? = inconclusive; nt = not tested or not shown; ! = not confirmed by another sample; [ ] = dose if it differs, or a comment. Unless noted, the call rests on the fitted dose curve; in most records, active means well fitted curve in the direction sought with a large enough effect; inconclusive means small, poorly fitted or top-dose-only effect, or another doubt; inactive means no such curve, though single readings can be large; an effect the other way counts as inactive or inconclusive. Compounds were not picked by outcome; overall some 24% were active at least once.

SMILES | HCV inhibitor | Shiga inhibitor | Giardia FBPA inh | Pf growth 48h | Cycloheximide cs | Pf growth 96h
O=C(C1CCN(S(=O)(=O)c2ccc(Cl)cc2)CC1)N1CCCCCCC1 | -9% | -3 | nt | ? | -2 | ?
O=C(c1ccc(-n2nc(C(F)(F)F)c3c2CCCC3)cc1)N1CCOCC1 | 18% | 2 | 9% | 6% | -7 | ?
Cc1ccccc1-c1cc2nc(C)c(C)c(=O)n2[nH]1 | -9% | 36* | ? | 7.4µM* | 23* | 3%
COc1ccc(CNCC(O)(c2ccccc2)c2ccc(F)cc2)cc1OC (configuration not stated) | 10µM* | -4 | 3% | 7.4µM* | 7 | 8.3µM*
CCOC(=O)C1(Cc2cccc(OC)c2)CCCN(C(=O)c2cc(CC(C)C)[nH]n2)C1 (configuration not stated) | 14% | 87* | nt | -22% | 53* | ?
Cc1cc(OCC(=O)NCc2cccnc2)c2c(C)cc(=O)oc2c1 | -7% | 9 | 2% | 11% | -2 | 7%
Cc1ccc(CS(=O)(=O)c2ccc(C(=O)N3CCCCC3)cc2[N+](=O)[O-])cc1 | -9% | -15 | 0% | ? | 20 | ?
O=C(Nc1cccc(Cl)c1)Nc1ccccc1NS(=O)(=O)c1cccs1 | 2% | 0 | -10% | 5% | 11* | 7%
O=S(=O)(Nc1ccc2c(c1)OCO2)c1ccc(F)c(F)c1 | 11% | nt | nt | 3% | nt | -19%
CN1C(=O)CC(N2CCN(c3ccccn3)CC2)C1=O (configuration not stated) | 9% | 13 | -1% | 16% | 13 | 34%[activator]
CCC(C)c1ccc(NC(=O)Nc2cccnc2)cc1 (configuration not stated) | -11% | 76* | 15% | ? | 80* | 6%
CCCCN(CC)CCCNC(=O)c1cc2c(=O)n(CC)c3ccccc3c2s1 | 25µM* | -3 | 7% | -21%[0.00184 µM] | -6 | -2%
CN(C)C(CNC(=O)c1ccccc1C(F)(F)F)c1ccco1 (configuration not stated) | 5% | 5 | 12% | -8% | -1 | -2%
CN(CCc1ccccc1)c1ccc([N+](=O)[O-])cn1 | 6% | -3 | 10% | 39%[activator] | 0 | ?
CC(C)(C)NC(=O)C(c1ccccn1)N(C(=O)c1ccc2c(c1)OCCO2)C1CCCC1 (configuration not stated) | -2% | 3 | 5% | ? | -1 | 26%
COc1ccc(C(C)=O)cc1COc1cccc2c1OC(C)(C)C2 | -2% | -13 | nt | 0% | -3 | ?
O=C(NCc1ccccc1)c1cnc(Cl)c(Cl)c1 | 15% | 20 | 13% | 26% | 23* | 29%
NNP(=O)(CC(=O)c1ccccc1)c1ccccc1 (configuration not stated) | ? | 2 | 7% | 40%[activator] | 5 | 11%
Cc1ccc(-n2cc(CNC(C)Cn3cncn3)c(-c3ccc(F)cc3)n2)cc1 (configuration not stated) | -7% | 39 | 7% | 7.4µM* | 10 | 11%
Cc1cccc(-n2c(O)c(C=NCc3cccnc3)c(=O)[nH]c2=O)c1C | 11% | -11 | 0% | 3% | 15 | 1%[5.75 µM]
CCCCC(CC)CNC(=O)C(Cc1ccccc1)NS(=O)(=O)c1ccc2c(c1)CCC(=O)N2 (configuration not stated) | ? | -4 | 6% | ? | -4 | 12µM*
O=C(c1ccc(NS(=O)(=O)c2ccc(F)cc2)cc1)N1CCCCC1 | -13% | nt | nt | 9% | nt | -13%
COc1ccc(C(=O)COC(=O)CCn2nnc(-c3cccc(O)c3OC)n2)cc1 | 3% | -5 | 4% | -7% | -3 | 12µM*
COc1cc(-c2noc(CCC(=O)NC3CCCCC3)n2)cc(OC)c1OC | ? | 1 | -10% | ? | -5 | 193%[activator]
O=C(/C=C/c1cccc(Br)c1)N1CCN(c2ccccn2)CC1 | 22% | 3 | -3% | -16% | -4 | ?

Later entries
SMILES | HCV inhibitor | Shiga inhibitor | Giardia FBPA inh | Pf growth 48h | Cycloheximide cs | Pf growth 96h
Cc1ccccc1/C=N/n1c(-c2ccccn2)n[nH]c1=S | 4% | -4 | 4µM* | 0% | 1 | ?
Cc1cc(=O)[nH]c(SCC(=O)N2CCC(Cc3ccccc3)CC2)n1 | 15% | -3 | 6% | 4% | -2 | -3%
O=C(NCC1CCCO1)c1ccc(Oc2ccc([N+](=O)[O-])cc2)cc1 (configuration not stated) | -2% | -6 | -11% | 4% | 0 | 1.5µM*
N#CCCN(CCC#N)C(=S)NC1CC2C=CC1C2 (configuration not stated) | 13% | -4 | 3% | ? | -1 | 20%
COC(=O)c1scc(S(C)(=O)=O)c1-n1cccc1 | 11% | -3 | -1% | 7% | -1 | 13%
Cc1ccc2c(c1)-c1c(cnn1CC(=O)O)CO2 | 22% | -2 | -3% | 9% | 1 | ?
COc1ccc(C2CC(c3cccs3)=NN2C(=O)CSc2nncs2)cc1OC (configuration not stated) | -7% | 6 | 6% | ? | 1 | 10µM*
Cc1cc(C)n(-c2nc(NCC(C)O)c3c4c(sc3n2)COC(C)(C)C4)n1 (configuration not stated) | -13% | -5 | -1% | ? | -3 | ?
O=C(/C=C/c1cccs1)Nc1ccc(N2CCOCC2)c(S(=O)(=O)Nc2ccccc2Cl)c1 | ? | 61* | 0% | ? | 21* | ?
CCOC(=O)CN1CC23C=CC(O2)C(C(=O)NC2CCCCCC2)C3C1=O (configuration not stated) | -1% | -9 | 2% | nt | -2 | ?
Oc1ccc(Cl)cc1N=Nc1ccccc1 | -5% | 37 | -9% | 42%[activator] | 27* | ?
Cc1ccc(C2CC(c3cccs3)=NN2C(=O)CSc2nc(=O)n3cc(C)ccc3n2)cc1 (configuration not stated) | ? | nt | nt | ? | nt | 5.2µM*
CCOC(=O)c1c(NC(=O)C(F)(OC)C(F)(F)F)sc(C(=O)N2CCCCC2)c1C (configuration not stated) | ? | -11 | -3% | 12µM* | -3 | 44%[activator]
N#Cc1c2c(c(NCc3ccco3)n3c1nc1ccccc13)CCC2 | -20% | 28 | ? | 1µM* | -4 | 0.74µM*
O=S(=O)(NC1CCCCCC1)c1cccc2cccnc12 | 6% | 5 | 6% | -7% | -2 | 5.2µM*
Cc1cc(C)c(NC(=O)CNC(=O)c2ccccc2SCC(=O)N2CCCC2)c(C)c1 | 14% | nt | nt | 0% | nt | -10%
CCOC(=O)c1c(S(=O)(=O)NCC(=O)Nc2cc(C)ccc2C)c(C)n(C)c1C | 15% | 14 | -1% | -26% | -3 | -17%
O=C(CNC(=O)c1ccncc1)N/N=C/c1ccccc1[N+](=O)[O-] | 11% | 58* | 1% | -1% | 23* | 19%
Cn1c(SCc2ccc(Cl)cc2Cl)nc(C(F)(F)F)cc1=O | 8% | 34 | 10% | 42%[activator] | -3 | 20%
O=C(Nc1ccc2oc(-c3ccccc3F)nc2c1)c1cncc(Br)c1 | ? | 42* | -1% | 8.3µM* | 25* | nt
COCCNC(=O)Cn1cc(/C=C(\C#N)C(=O)NC2CC2)c2ccccc21 | -8% | -10 | -9% | 19% | 0 | -1%
COc1ccc(CCNC(=O)COC(=O)/C=C/c2cc(OC)c(OC)c(OC)c2)cc1OC | ? | -7 | 1% | -2% | 8 | ?
CCc1ccc(CN2CCSCC2)cc1 | 27% | 2 | ? | ? | -3 | 117%[activator]
O=[N+]([O-])c1cc(/C=N/Nc2nc(N3CCOCC3)nc(N3CCOCC3)n2)ccc1Cl | -11% | -10 | 3% | 5% | -2 | -9%
Cc1cc(C)nc(NNC2=CC(=[N+]3CCCCC3)CC(C)(C)C2)n1 | ? | -3 | ? | ? | 23 | ?

An excerpt of these results, with each value named.
structure: CC(C)(C)NC(=O)C(c1ccccn1)N(C(=O)c1ccc2c(c1)OCCO2)C1CCCC1 (configuration not stated)
- HCV inhibitor: -2%
- Shiga inhibitor: 3
- Giardia FBPA inh: 5%
- Pf growth 48h: ?
- Cycloheximide cs: -1
- Pf growth 96h: 26%

structure: COc1ccc(C(C)=O)cc1COc1cccc2c1OC(C)(C)C2
- HCV inhibitor: -2%
- Shiga inhibitor: -13
- Giardia FBPA inh: nt
- Pf growth 48h: 0%
- Cycloheximide cs: -3
- Pf growth 96h: ?

structure: O=C(NCc1ccccc1)c1cnc(Cl)c(Cl)c1
- HCV inhibitor: 15%
- Shiga inhibitor: 20
- Giardia FBPA inh: 13%
- Pf growth 48h: 26%
- Cycloheximide cs: 23*
- Pf growth 96h: 29%

structure: NNP(=O)(CC(=O)c1ccccc1)c1ccccc1 (configuration not stated)
- HCV inhibitor: ?
- Shiga inhibitor: 2
- Giardia FBPA inh: 7%
- Pf growth 48h: 40%[activator]
- Cycloheximide cs: 5
- Pf growth 96h: 11%

Next section:
SMILES | HCV inhibitor | Shiga inhibitor | Giardia FBPA inh | Pf growth 48h | Cycloheximide cs | Pf growth 96h
COc1ccc(S(=O)(=O)N(C)CC(=O)NCCC2=CCCCC2)cc1C | ? | 19 | 3% | nt | -1 | ?
Cc1cc(C)cc(NC(=O)CN(C)S(=O)(=O)c2cccc3nsnc23)c1 | 2% | -9 | 1% | 11% | -3 | 192%[activator]
CC(=O)N1CCN(c2ccc(NC(=O)c3ccc(Cl)cc3)cc2)CC1 | 7% | -12 | 1% | -4% | -4 | ?
CCCCOC(=O)Oc1ccc2c(=O)c(Oc3cccc(C)c3)coc2c1 | 10% | 11 | -3% | 58%[activator] | 35* | ?
Cc1noc(C)c1COc1cccc(C(=O)NCCc2c[nH]c3ccccc23)c1 | ? | 17 | 0% | ? | 14 | -9%
Cc1cc(C(=O)Nc2nc(-c3ccccn3)cs2)ccc1[N+](=O)[O-] | 11µM* | 72 | ? | 9.3µM* | 28* | ?
O=C(NCCc1ccc(S(=O)(=O)N2CCCC2)cc1)c1cccs1 | -20% | -3 | 1% | 15% | -3 | 0%
CCN(c1ccc(N=Cc2c(O)n(Cc3ccc(OC)cc3)c(=O)c3ccccc23)cc1)C(C)C | 30% | 53 | 6% | ? | 25 | 1.5µM*
C#CCOCCOCCOCCNc1nc(N2CCN(C(=O)[C@H]([C@@H](C)CC)n3cc(CCCN=C(N)N)nn3)CC2)nc(N2CCN(C(=O)[C@H](C)n3cc(CCCN=C(N)N)nn3)CC2)n1 | -1%[8.37 µM] | -15 | 19% | ? | -3 | 0.17µM*
O=S(=O)(Cc1cc(-c2ccccc2Cl)no1)c1ccccc1 | -7% | 121* | -7% | 69%[activator] | 38* | 6%
COc1ccc(OC)c(-c2csc(NC(=O)C3COc4ccccc4O3)n2)c1 (configuration not stated) | ? | -8 | -7% | 0% | -3 | 9%
CC(/C=C1\SC(=S)N(NS(=O)(=O)c2ccc(C)cc2)C1=O)=C\c1ccccc1 | -26% | -11 | -9% | 4% | -4 | -1%
CC(=O)Nc1ccc(-c2cc(-c3ccc(NC(C)=O)cc3)nc(-c3ccc(NC(C)=O)cc3)n2)cc1 | 23% | -4 | 5% | -23% | -3 | ?
COc1ccc(NS(=O)(=O)c2ccc3c(c2)oc(=O)n3C)cc1Cl | ? | 18 | 5% | ? | 8 | 54%[activator]
CCCCCC(=O)N/N=C/c1ccc([N+](=O)[O-])o1 | ? | 28 | -10% | nt | 9 | nt
O=c1[nH][nH]cc1C=Nc1ccc(Oc2ccccc2)cc1 | 5% | 11 | -8% | ? | 7 | ?
Cc1ccc(-c2ccc(SCC(=O)N3CCCc4ccccc43)nn2)cc1 | 5% | 52* | 2% | 32%[activator] | 24* | ?
CC(=O)Nc1ccc2c(CSc3nnc(N)s3)cc(=O)oc2c1 | 15% | 9 | 9% | -17% | 5 | ?
O=S(=O)(c1ccccc1)[C@@]1(c2ccccc2)C[C@@H]2ON=C(c3cccc(Br)c3)[C@@H]2C1 | ? | nt | nt | 12µM* | nt | ?
Cc1ccc2[nH]c(=O)c(CN(Cc3ccco3)S(=O)(=O)c3c(C)ccc4nsnc34)cc2c1 | 7.1µM*! | 25 | -8% | -8% | 8 | 10%
Cc1ccc(C2=NNC(c3ccc(Cl)cc3)=Nc3ccccc32)o1 | ? | 16 | 0% | 10µM* | 7 | 10µM*
